# Compound activity: PubChem BioAssay, National Center for Advancing Translational Sciences (NCATS)
# L3MBTL1 inh = blocks human L3MBTL1; Q9Y468; AlphaScreen L3MBTL1–H3K9me1 peptide binding; Potency, µM (doses to about 57.1 µM), for inactives: at the top dose activity, negative = inhibition, most hits filed as inhibitors; 0.66% of 230,000 active; active = well fitted inhibition curve with a large enough effect; inconclusive = small, poorly fitted or top-dose-only effect; inactive = no such curve, though single readings can be large or run the other way; also: nearly all actives have a fitted effect of over 60% in size
# Target sequence (Q9Y468 whole entry, looked up): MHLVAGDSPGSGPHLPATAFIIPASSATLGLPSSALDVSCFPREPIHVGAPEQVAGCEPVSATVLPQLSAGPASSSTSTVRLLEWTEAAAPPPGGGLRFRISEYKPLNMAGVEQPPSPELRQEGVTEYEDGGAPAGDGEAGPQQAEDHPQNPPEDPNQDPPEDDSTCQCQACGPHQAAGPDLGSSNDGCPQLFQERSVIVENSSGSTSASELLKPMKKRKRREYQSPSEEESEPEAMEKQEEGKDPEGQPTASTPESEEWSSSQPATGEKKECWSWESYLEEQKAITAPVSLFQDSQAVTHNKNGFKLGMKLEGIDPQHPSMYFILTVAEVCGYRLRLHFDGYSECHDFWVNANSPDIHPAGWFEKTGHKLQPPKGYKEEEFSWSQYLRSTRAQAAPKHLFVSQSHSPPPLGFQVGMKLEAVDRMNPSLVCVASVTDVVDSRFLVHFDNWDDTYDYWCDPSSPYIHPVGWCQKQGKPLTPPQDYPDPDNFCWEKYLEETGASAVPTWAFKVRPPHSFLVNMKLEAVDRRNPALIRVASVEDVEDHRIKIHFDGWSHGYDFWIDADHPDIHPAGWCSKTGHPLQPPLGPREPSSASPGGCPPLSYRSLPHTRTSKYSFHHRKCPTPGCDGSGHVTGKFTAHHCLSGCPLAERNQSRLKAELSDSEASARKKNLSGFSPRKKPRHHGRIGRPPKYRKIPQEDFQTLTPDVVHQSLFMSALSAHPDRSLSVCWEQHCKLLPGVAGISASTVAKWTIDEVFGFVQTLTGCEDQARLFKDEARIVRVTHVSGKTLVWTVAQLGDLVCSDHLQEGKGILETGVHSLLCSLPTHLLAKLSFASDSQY
#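 First, the protein-peptide complex forms for 30 min at room temperature (L3MBTL1 50 nM, biotinylated H3K9me1 peptide 75 nM). Next, compounds are pin-transferred and incubated 30 min. Finally, AlphaScreen beads are added and read after 30 min.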
# * = called active by the depositor; ? = inconclusive; [ ] = remark or other dose. % is scaled to controls: 0 for no effect and ±100 for the full control effect; potency is read from the fitted curve at half-maximal effect. This is a subset (hit frequency here may not be typical).
SMILES	L3MBTL1 inh
CC(C)(C)C1CCC(=O)N(CCOc2ccccc2)CC1 (stereo not drawn)	13.5%
O=C(COC(=O)/C=C/c1cccs1)Nc1ccc(F)cc1	-8.5%
CC(=O)c1cccc(S(=O)(=O)N2CCC(C(=O)N(C)Cc3ccc(Cl)s3)CC2)c1	-9.3%
O=C(COC(=O)/C=C/c1ccccc1F)Nc1nnc(-c2ccccc2)o1	11.2%
CC(=O)C[C@@H](O)CC(=O)[C@H]1OC(=O)CCCCCCc2ccccc21	-0.8%
CC(C)(C)[C@H]1COC(=O)[C@H](NC(=O)OCC2c3ccccc3-c3ccccc32)C/C=C\C[C@@H](CC(=O)N(CCO)Cc2ccccc2)C(=O)N1	-1.7%
Cc1ccc(S(=O)(=O)N2[C@@H](c3ccc(C#N)cc3)C(C(=O)O)=C[C@H]2C(C)(C)C)cc1	7.2%
C#CCN1Cc2ccccc2Oc2cc(Br)ccc2S1(=O)=O	-6.8%
O=C(COC(=O)c1ccc2ncsc2c1)Nc1ccccc1Br	-7.4%
COc1ccccc1N1CCN(C(=O)Cn2c(=O)oc3cc(S(=O)(=O)N4CCCC4)ccc32)CC1	1.4%
O=C(c1ccccc1)c1ccc(C(=O)N2CCN(c3ccccc3Cl)CC2)cc1	-8.8%
CCN(CC)C(=O)c1csc(Nc2cccc3ccccc23)n1	-12.3%
C#CCOCCOCCOCCNc1nc(N2CCOCC2)nc(N2CCN(C(=O)CCCCCCCCCCNC(=O)[C@@H]([C@H](C)O)n3cc(C)nn3)CC2)n1	1.6%
Cc1ccc(CNC(=O)CS(=O)(=O)Cc2nc(-c3ccccc3F)oc2C)cc1	-0.2%
CC(C)(C)OC(=O)N1CCC(NC(=O)c2nc[nH]c2C(=O)N2CCN(c3ccccc3)CC2)CC1	-4.8%
CSCC[C@H](N)C(=O)NC[C@H]1O[C@@H](n2cnc3c(N)ncnc32)[C@H](O)[C@@H]1O	1.5%
Cc1cc(C)n2nc(SC(C)C(=O)NC3CCCCC3C)nc2n1 (stereo not drawn)	2.5%
O=C(Nc1cc2c3c(c1)CC(=O)N3CCC2)c1ccccc1F	2.8%
Cc1ccc(S(=O)(=O)NC2CCCCCCC2)cc1	0.8%
CCOC(=O)C1=C(COC(=O)c2sccc2C)NC(=O)NC1C (stereo not drawn)	5.5%
C[C@@H]1CN([C@H](C)CO)C(=O)c2cccc(NC(=O)NC3CCCCC3)c2O[C@@H]1CN(C)C(=O)Nc1ccc(C(F)(F)F)cc1	-2.0%
CC(=O)Nc1cccc(NC(=O)CCN2C(=O)c3ccccc3S2(=O)=O)c1	5.9%
CCc1ccccc1Nc1nc(N)nc(COC(=O)C2=COCCO2)n1	-0.5%
O=C(NCc1ccc(F)cc1)c1cccc(NC2=NC3CS(=O)(=O)CC3S2)c1 (stereo not drawn)	3.4%
CC(C)(C)c1ccc(C(=O)NCCCn2ccnc2)cc1	-3.5%
CN(Cc1ccccc1)S(=O)(=O)c1ccc(NC(=O)C2CCCCC2C(=O)O)cc1 (stereo not drawn)	-4.3%
COc1cc(C(=O)NCC(c2ccco2)N2CCCC2)ccc1OCc1ccccc1 (stereo not drawn)	-0.5%
C=CCC[C@H](Cc1ccc(F)cc1)C(=O)OC[C@@H]1CCCN1C(=O)[C@@H](CC=C)CC(=O)NCCO	2.0%
CC(CC(=O)Nc1cccc(S(=O)(=O)N2CCCCC2)c1)c1ccccc1 (stereo not drawn)	?
COc1cccc(CNc2cc(C)ccn2)c1O	-3.5%
O=C(CN1C(=O)NC(c2ccccc2)(c2ccccc2)C1=O)NCc1cccs1	-0.5%
O=C(c1ccc(NC2=NC3CS(=O)(=O)CC3S2)cc1)N1CCN(c2ccccc2F)CC1 (stereo not drawn)	-5.8%
CCc1c(C)nc(N2CCN(c3cccc(OC)c3)CC2)[nH]c1=O	0.7%
O=C(Nc1cc([N+](=O)[O-])ccc1O)c1cccc(C(=O)Nc2cc([N+](=O)[O-])ccc2O)c1	-5.6%
CNC(=O)N1c2ccccc2CCc2ccccc21	4.3%
COc1ccccc1C(=O)NC(CCSC)C(=O)NCC(c1cccs1)N(C)C (stereo not drawn)	-13.3%
COc1ccc(S(=O)(=O)N2CCc3ccccc32)cc1C(=O)NCC(c1ccco1)N1CCCC1 (stereo not drawn)	0.1%
CCCCOc1ccc(C(=O)N2CCN(c3ncccn3)CC2)cc1	2.7%[2.29 µM]
CS(=O)(=O)c1ccc(Cl)c(NC(=O)COC(=O)c2ccc(-n3cnnn3)cc2)c1	2.4%
CC(=O)N1c2ccc(S(=O)(=O)N3CCCC(C(=O)NCc4ccccc4)C3)cc2CC1C (stereo not drawn)	2.2%
O=C(COc1ccc(Br)cc1F)NCC1(N2CCCCC2)CCCCC1	26.4%
COc1ccc2oc(C(=O)OCC(=O)Nc3cc(S(=O)(=O)N4CCOCC4)ccc3OC)c(C)c2c1	-4.1%
CCCNC(=O)C(Cc1ccc(Cl)cc1)NC(=O)c1ccc(C#N)cc1 (stereo not drawn)	2.0%
Cc1ccc(C(=O)CCC(=O)NN2C(=O)NC3(CCCCC3)C2=O)cc1	-11.9%
Cc1ccc(NC(=O)C2CC2C)cc1S(=O)(=O)N1CCOCC1 (stereo not drawn)	4.1%

# Structures from the list above that contain a tert-butyl group, in the order listed:
SMILES	L3MBTL1 inh
CC(C)(C)C1CCC(=O)N(CCOc2ccccc2)CC1 (stereo not drawn)	13.5%
CC(C)(C)[C@H]1COC(=O)[C@H](NC(=O)OCC2c3ccccc3-c3ccccc32)C/C=C\C[C@@H](CC(=O)N(CCO)Cc2ccccc2)C(=O)N1	-1.7%
Cc1ccc(S(=O)(=O)N2[C@@H](c3ccc(C#N)cc3)C(C(=O)O)=C[C@H]2C(C)(C)C)cc1	7.2%
CC(C)(C)OC(=O)N1CCC(NC(=O)c2nc[nH]c2C(=O)N2CCN(c3ccccc3)CC2)CC1	-4.8%
CC(C)(C)c1ccc(C(=O)NCCCn2ccnc2)cc1	-3.5%

# Later entries:
SMILES	L3MBTL1 inh
O=C(O)c1ccc(Oc2cc(Oc3ccc(C(=O)O)cc3)cc([N+](=O)[O-])c2)cc1	14.1%
COc1ccccc1-n1ccnc(SCC(=O)NC2CCCCC2)c1=O	?
O=C(CNc1cccc(S(=O)(=O)N2CCCCC2)c1)Nc1cccc(F)c1	-1.2%
Cc1cc(C(=O)COC(=O)c2cnccn2)c(C)n1-c1ccc(Br)cc1	-0.9%
CCOc1ccc(N2C(=O)CSC2=NC#N)cc1	-0.9%
CC(C)N(C)Cc1nnnn1CC(=O)NCc1cc(F)cc(C(F)(F)F)c1	2.4%
O=C(CNC(=O)c1ccccc1F)OC1CCOC1=O (stereo not drawn)	0.0%
Cc1ccc(C(NC(=O)c2cccc(S(=O)(=O)N3CCN(C)CC3)c2)c2ccccc2)cc1 (stereo not drawn)	-6.8%
CCOc1cccc(/C=C(/C#N)c2nc3ccccc3[nH]2)c1OCC(=O)O	-0.7%[2.29 µM]
Cc1ccc(NC(=O)COC(=O)c2ccc(S(=O)(=O)NCc3ccco3)cc2)cc1	-6.6%
O=C(COC(=O)c1ccc(Br)o1)Nc1ccc2[nH]c(=O)[nH]c2c1	6.3%
CCC(=O)c1ccc(OCC(=O)Nc2ccc(N3CCCCC3)cc2)cc1	3.5%
CCCCn1c(N)c(N(CCC(C)C)C(=O)c2cccc(S(=O)(=O)N3CCN(C)CC3)c2)c(=O)[nH]c1=O	5.2%
Cc1cc(NC(=O)CN2C(=O)NC3(CCCCCC3)C2=O)ccc1Br	-11.9%
CC(C)[C@H](NC(=O)c1ccc(Cl)cc1Cl)C(=O)NNC(=O)c1ccco1	3.3%
CC(C)=CCC/C(C)=C/CNC(=O)C[C@H]1C[C@H](C(=O)N2CCCCC2)[C@@]2(C)c3[nH]c4cc(CCC(=O)N(C)C)ccc4c3CCN2C1=O	-4.4%
CC1CN(C(=O)CNC(=O)Cc2cccc3ccccc23)CC(C)O1 (stereo not drawn)	8.3%
CCS(=O)(=O)c1ncc(CO)n1CCc1ccccc1	5.9%
CC(On1nnc2ccc(S(=O)(=O)N3CCOCC3)cc21)C(=O)Nc1ccccc1F (stereo not drawn)	4.8%
Oc1ccc(-c2csc(Nc3ccccn3)n2)c(O)c1	-15.3%
CC(C)Oc1ccc(S(=O)(=O)N2CCOCC2)cc1NC(=O)C(C)Oc1ccc(F)cc1 (stereo not drawn)	-1.6%
CC(C)c1ccc(S(=O)(=O)Nc2ccc3c(c2)OCO3)cc1	-9.4%
O=C(O)c1cc(S(=O)(=O)N2CCCCC2)ccc1N1CCOCC1	-7.0%
CC1(C)C(=O)Nc2ccccc2N1C(=O)COC(=O)c1cccc(O)c1	?
CN(C(=O)COC(=O)C1COc2ccccc2O1)c1c(N)n(Cc2ccccc2)c(=O)[nH]c1=O (stereo not drawn)	4.3%
Cc1nn(-c2ccccc2)c(C)c1NC(=O)COC(=O)c1ccccc1	-1.0%
COc1ccc(CCC(=O)OCC(=O)NCc2ccc3c(c2)OCO3)cc1	3.4%
CC(OC(=O)CN1C(=O)NC2(CCCC2)C1=O)C(=O)Nc1cccc(Cl)c1Cl (stereo not drawn)	-0.2%
CC(Oc1ccc(F)cc1)C(=O)Nc1ccccc1C(=O)NC1CC1 (stereo not drawn)	0.0%
NC(=O)c1cc(S(=O)(=O)N2CCCC2)ccc1OCCOc1ccccc1	2.9%
COc1ccc(NC(=O)COC(=O)C2CCN(S(=O)(=O)c3ccccc3)CC2)cc1Cl	0.6%
COCCOc1ccc(C(F)(F)F)cc1NC(=O)CN1C(=O)NC(C)(c2ccc3c(c2)OCO3)C1=O (stereo not drawn)	30.4%[activator]
CN(C(=O)CSc1nc(C2CC2)n(-c2ccccc2)n1)C1CCS(=O)(=O)C1 (stereo not drawn)	4.7%
O=C1/C(=C\c2cccc(O)c2)SC(=S)N1Cc1ccccc1	-0.1%[2.29 µM]
CC(C)(C)NC(=O)NC(=O)CN1CCN(S(=O)(=O)c2ccc3c(c2)CCCC3)CC1	11.9%
O=C(c1ccc(NS(=O)(=O)c2cccc([N+](=O)[O-])c2)cc1)N1CCN(C(=O)c2ccco2)CC1	10.2%
O=C(CNc1ccccc1Cl)c1ccc(Br)cc1	1.0%
COCCn1c(SCC(=O)NN2C(=O)NC(C)(c3ccccc3)C2=O)nnc1-c1ccncc1 (stereo not drawn)	5.8%
COc1cc(NC(=O)c2cccc(NC3=NC4CS(=O)(=O)CC4S3)c2)cc(OC)c1OC (stereo not drawn)	-2.2%
CCC(=O)N1N=C(c2ccc(NS(=O)(=O)c3ccc(C)cc3)cc2)CC1c1ccco1 (stereo not drawn)	?
CSCCC(NS(=O)(=O)c1ccccc1)C(=O)Nc1nccs1 (stereo not drawn)	-4.7%
CC[C@H](C)[C@@H](CN[C@H](C)CNC)NCCC(c1ccccc1)c1ccccc1	-4.6%
COc1ccc(N2CCN(S(=O)(=O)c3cc4c(cc3C)N(C(C)=O)CCO4)CC2)cc1	-9.3%
CCC1(c2ccccc2)NC(=O)N(CC(=O)c2ccc3c(c2)OCO3)C1=O (stereo not drawn)	1.7%
CC(C)(C)SC(=O)CC1NS(=O)(=O)OCC1NC(=O)OCC(Cl)(Cl)Cl (stereo not drawn)	2.0%
CCCn1c(SCC(=O)Nc2ccccc2Cl)nc(O)cc1=O	3.1%
COc1ccc(S(=O)(=O)Nc2ccc(-c3ccc4nnc(C)n4n3)cc2)c(OC)c1	-4.5%
O=C(COC(=O)Cc1ccc(Br)cc1)NCC1CCCO1 (stereo not drawn)	10.0%
COc1ccccc1CCC(=O)Nc1ccc(S(=O)(=O)Nc2cc(C)nc(C)n2)cc1	-0.2%
CC[C@]1(C(=O)OC)[C@H]2C(=O)N(C)C(=O)[C@H]2[C@H]2CN=C(SCc3ccccc3)N21	14.2%
Cc1cc(C(=O)Nc2nnc(C3CC3)s2)c(C)s1	-3.0%
CC(C)CN(C(=O)c1ccc(=O)n(C)n1)c1c(N)n(Cc2ccccc2)c(=O)[nH]c1=O	2.4%
CC1C(=O)Nc2ccc(S(=O)(=O)N3CCN(c4cccc(Cl)c4)CC3)cc2NC1=O (stereo not drawn)	-5.0%
O=C(NC(=S)NCc1ccccc1)c1cccc([N+](=O)[O-])c1	-12.2%
COc1cccc(OC)c1C(=O)Nc1cccc(NC(=O)c2cccs2)c1	-10.6%
Cc1ccc(NC(=O)c2ccccc2OCc2c(C)noc2C)cc1S(=O)(=O)N(C)C	0.0%
NC(=O)c1ccccc1NC(=O)CC12CC3CC(CC(C3)C1)C2	2.8%
CC(C)[C@H](NC(=O)c1ccccc1Cl)C(=O)OCC(=O)N1CCCCC1	2.6%
Cc1ccc(S(=O)(=O)N2CCCC2CNC(=O)C(=O)NC2CC2)cc1 (stereo not drawn)	-4.9%
COc1cc(OC)cc(-c2c(-c3cccs3)c3cc(-c4ccc(CN5CCOCC5)cc4)ccc3n2C)c1	-11.5%

# Next records follow:
SMILES	L3MBTL1 inh
CCc1c(C2(O)CCCCC2)[nH]c2ncccc12	-8.2%
CSc1cccc(NC(=O)COC(=O)C2(c3ccccc3)CC2)c1	1.4%
CCOc1ccc2[nH]cc(C(=O)NCc3ccc(F)cc3)c(=O)c2c1	-2.9%
COc1ccc(N2C(=O)CC(N3CCN(c4ccccc4)CC3)C2=O)cc1 (stereo not drawn)	-2.5%
CCN(C1CCS(=O)(=O)C1)S(=O)(=O)c1ccc2ccccc2c1 (stereo not drawn)	0.2%
Cc1cc(NC(=O)c2cc3ccccc3o2)ccc1NC(=O)c1ccccc1	-0.2%
